MC4R antag cAMP: MC4R antagonists of cAMP signaling, primary screen, cell-based, TR-FRET, antagonist arm of biased-ligand search | actives 0.48% (n = 360,000) | Melanocortin receptor 4 (Homo sapiens), P32245 | MC4R-expressing cells, MTII-stimulated cAMP, LANCE TR-FRET | inhibition, % at 6.5 µM;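 active means inhibition above its plate's cutoff, the mean of tested wells on that plate plus 3 SD, cut at about 29% in these data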;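 further: 0% = Melanotan II alone and 100% = Melanotan II plus saturating MCL0020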
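Test system: U2OS cells stably expressing human melanocortin 4 receptor (MC4R); also added: Melanotan II challenge; compound: 6.5 µM single dose; timing: 30-min compound preincubation, 1-h Melanotan II challenge, 1-h detection, room temperature; signal: Eu-cAMP/anti-cAMP TR-FRET, emission 671 nm; repeats: one well per compound, no replicates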
ABCB6 inh MLPCN: ABCB6 transporter inhibitors, primary screen, K562-ABCB6 cells, flow cytometry, MLPCN library | ATP-binding cassette sub-family B member 6 (Homo sapiens), Q9NP58 | K562-ABCB6 porphyrin accumulation, 1 h; active compounds read low | fluorescence ratio to DMSO, % at 10 µM | actives 0.19% (n = 360,000) | AID 602162, 2011;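 active means fluorescence ratio to DMSO below 75%, the collection mean minus 3 SD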;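 further: signal is porphyrin accumulated inside mitochondria; 100% equals median channel fluorescence of DMSO control wells; lower ratio means ABCB6 inhibition with less porphyrin fluorescence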
aDG glyco act: activators of alpha-DG glycosylation, primary screen, uHTS, Pro5-aDG cells, AlphaScreen; alpha-DG glycosylation AlphaScreen (IIH6); 0% Pro5, 100% B10-LARGE cell signal; activation, % at 10 µM; actives 0.22% (n = 360,000);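 active means activation of at least 8% versus controls, or a plate z-score of at least 8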;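 further: Pro5 are CHO cells carrying HIG-tagged alpha-DG that lacks glycosylation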
Glyco luc inh: increase of ERlucT glycosylation luciferase signal, primary screen, N-linked glycosylation inhibitor project, D54 ERlucT cells, luminescence, set 2; reporter increase, % at 12.5 µM; D54 ERlucT glycosylation luciferase reporter, 24 h; percent of 100 nM tunicamycin response; actives 0.23% (n = 360,000);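 active means mean luciferase reporter signal, scaled so untreated is 0 and the glycosylation-blocking control 100, at or above a set limit in every replicate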;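 further: luciferase carries N-glycosylation sites so blocking glycosylation raises the light; 0% = median of neutral control wells and 100% = median of 100 nM tunicamycin wells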
MC4R barr agon: MC4R agonists recruiting beta-arrestin, primary screen, cell-based, luminescence, agonist arm of biased-ligand search. Melanocortin receptor 4 (Homo sapiens), P32245. U2OS MC4R beta-arrestin complementation; percent of melanotan II response, DMSO zero. activation, % at 8.9 µM. actives 0.98% (n = 360,000). AID 540308, 2011;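 active means activation above a per-plate cutoff, the mean activation of sample wells on that plate plus 3 SD, cut at about 8% in these data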
H9c2 protect: cardioprotection against H2O2-induced cell death, primary screen, uHTS, H9c2 cells, ATPLite luminescence; H9c2 cardiomyocytes, H2O2 injury protection, 2 h; protection from H2O2 cell death, % at 20 µM; actives 0.63% (n = 360,000); AID 588492, 2011;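 active means compounds giving at least 50% protection of heart cells from peroxide-induced death in the single-dose screen, raw or plate-pattern-corrected value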;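 further: 0% = DMSO wells with peroxide and 100% = DMSO wells without peroxide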
hiPSC survival: enhancers of single-cell hiPSC survival, primary screen, ATPlite luminescence; 100% = ROCK inhibitor wells, 0% = DMSO; survival enhancement, % at 20 µM; actives 0.044% (n = 360,000); AID 602274, 2012; in the data active means survival enhancement above about 18%;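 further: cells exposed to compounds for 16 hours before the ATP read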
Exocytosis inh: LAMP-1 surface exposure blockers, TALL-104 cells – cell-based, flow cytometry, MLPCN library, primary screen; TALL-104 LAMP-1 surface exposure; cells stimulated with thapsigargin and PMA; inhibition, % at 10 µM; actives 0.66% (n = 360,000);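 active means inhibition above about 55%, limit read from the data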
ABHD5 PLIN5 PPI: ABHD5-PLIN5 interaction inhibitors, primary screen, cell lysate, split luciferase complementation, luminescence | Perilipin-5 (Homo sapiens) + 1-acylglycerol-3-phosphate O-acyltransferase ABHD5 (Homo … | Split G. princeps luciferase complementation, 4 h | inhibition, % at 4 µM | actives 0.78% (n = 360,000);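 active means inhibition above the mean inhibition across every tested compound plus 3 SD, cut at about 22% in these data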;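 further: 0% = DMSO only wells and the 100% control is not disclosed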
Target sequence (Q00G26 whole entry, looked up): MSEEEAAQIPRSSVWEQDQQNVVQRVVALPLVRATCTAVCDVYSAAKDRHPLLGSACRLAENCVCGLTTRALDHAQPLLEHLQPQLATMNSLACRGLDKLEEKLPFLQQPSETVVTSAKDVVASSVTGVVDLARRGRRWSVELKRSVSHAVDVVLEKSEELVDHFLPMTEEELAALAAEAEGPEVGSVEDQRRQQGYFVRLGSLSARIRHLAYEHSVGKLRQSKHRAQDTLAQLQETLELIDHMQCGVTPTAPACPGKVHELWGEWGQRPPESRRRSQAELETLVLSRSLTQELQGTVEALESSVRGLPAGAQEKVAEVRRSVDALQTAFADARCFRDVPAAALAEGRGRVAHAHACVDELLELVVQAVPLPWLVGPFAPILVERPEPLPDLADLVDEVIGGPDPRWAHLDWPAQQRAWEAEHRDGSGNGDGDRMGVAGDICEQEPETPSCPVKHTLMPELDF
Target sequence (Q8WTS1 whole entry, looked up): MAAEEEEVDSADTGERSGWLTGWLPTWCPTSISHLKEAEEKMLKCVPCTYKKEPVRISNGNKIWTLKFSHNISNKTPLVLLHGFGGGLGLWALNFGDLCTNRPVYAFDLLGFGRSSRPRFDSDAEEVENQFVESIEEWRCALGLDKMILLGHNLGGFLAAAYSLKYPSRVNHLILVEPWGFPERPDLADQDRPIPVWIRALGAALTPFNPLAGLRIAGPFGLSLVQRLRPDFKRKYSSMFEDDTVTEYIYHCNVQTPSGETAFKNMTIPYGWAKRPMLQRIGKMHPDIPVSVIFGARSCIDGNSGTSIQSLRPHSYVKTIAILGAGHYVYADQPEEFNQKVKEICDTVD
m5-HT2A agonist: mouse Htr2a agonists via beta-arrestin recruitment, primary screen, cell-based, luminescence; 5-hydroxytryptamine receptor 2A (Mus musculus), P35363; CHO-K1 mHTR2A beta-arrestin complementation; percent of 30 µM serotonin response; activation, % at 7.6 µM; actives 0.66% (n = 360,000); AID 624169, 2012;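 active means activation above a run cutoff, the mean activation of all tested compounds plus 3 SD, cut at about 14% in these data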;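 further: 0% = plate median of compound wells and 100% = 30 µM serotonin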
* = called active by the depositor.

A first look:
SMILES	MC4R antag cAMP	ABCB6 inh MLPCN	aDG glyco act	Glyco luc inh	MC4R barr agon	H9c2 protect	hiPSC survival	Exocytosis inh	ABHD5 PLIN5 PPI	m5-HT2A agonist
CCN(CC)C(=O)C1=C(C)N(Cc2ccc(F)cc2)C(=O)C(CC(=O)NC(c2ccccc2)c2ccccc2)C1 (stereo not drawn)	0	90	0.0	1	-0.4	4	-1.5	4	5	1
Cc1ccc(Cl)cc1NC(=O)Cn1c(C)csc1=O	-2	107	0.1	2	-2.1	7	-0.4	4	0	-5

The whole of this part, previewed entries included:
SMILES	MC4R antag cAMP	ABCB6 inh MLPCN	aDG glyco act	Glyco luc inh	MC4R barr agon	H9c2 protect	hiPSC survival	Exocytosis inh	ABHD5 PLIN5 PPI	m5-HT2A agonist
CCN(CC)C(=O)C1=C(C)N(Cc2ccc(F)cc2)C(=O)C(CC(=O)NC(c2ccccc2)c2ccccc2)C1 (stereo not drawn)	0	90	0.0	1	-0.4	4	-1.5	4	5	1
Cc1ccc(Cl)cc1NC(=O)Cn1c(C)csc1=O	-2	107	0.1	2	-2.1	7	-0.4	4	0	-5
CN(CC(=O)Nc1ccc(Cl)cc1)C(=O)CCNC(=O)c1ccc(Cl)cc1	-1	92	0.0	2	-2.5	-7	-0.1	-1	4	3
CN1C(=O)c2ccc(C(=O)NCc3ccc4c(c3)OCO4)cc2C1=O	3	97	0.0	1	-0.7	14	0.6	-2	0	-7
NC(=O)c1ccccc1	-1	94	2.8	3	0.8	48	3.9	-6	-4	3
O=C(c1ccc(OC(F)(F)F)cc1)c1ncc[nH]1	-1	96	0.1	1	0.9	3	0.8	6	-2	-1
COc1ccc2nc(N3CCCC(C(=O)NCCCN4CCN(C)CC4)C3)sc2c1 (stereo not drawn)	-3	95	0.1	-1	-1.2	-6	-2.5	0	-1	0
O=C(CCN1CCOCC1)NNC(=O)Nc1cccc(Cl)c1	0	96	-0.3	0	-1.2	2	1.2	-1	-3	4
COc1ccccc1NC(=O)c1ccccc1NC(=O)c1cc(Cl)ccc1NC(=O)c1ccco1	11	99	-0.1	3	2.7	11	2.1	-1	3	-3
COc1ccc(C(C(=O)NC2CCCCC2)N(C(=O)c2sc(C)nc2C)c2ccccc2)cc1 (stereo not drawn)	6	91	0.0	-2	-1.0	11	0.2	-2	-6	-2
Cc1cccc2nnc(-c3ccccc3)n12	-4	98	-0.2	0	0.1	0	3.6	3	-2	-2
COc1ccccc1CNc1ncnc2nc[nH]c12	9	98	-0.1	2	-0.2	2	1.3	-1	14	-2
Cc1noc(C)c1NC(=O)Nc1ccc2c(c1)C(=O)N([C@H](C)CO)C[C@H](C)[C@@H](CN(C)C(=O)Nc1c(C)noc1C)O2	2	101	-0.4	3	-1.8	2	-1.4	1	4	2
CC(=O)n1cc([C@@H]2C=C(C(=O)N3CCOCC3)O[C@H](OCc3ccc(CO)cc3)C2)c2ccccc21	4	98	0.0	2	-2.0	11	1.2	1	4	-1
CC(NC(=O)COc1cccc(Br)c1)C(=O)O (stereo not drawn)	7	99	-0.1	3	-2.0	0	3.4	-4	-3	-1
Cn1c(N)c(C(=O)COC(=O)c2ccnc3ccccc23)c(=O)n(C)c1=O	-19	100	-0.3	-3	1.1	2	-0.5	23	-2	3
CC(C)=CCC[C@](C)(O)C1CC[C@]2(C)C1C(O)CC1[C@@]3(C)CCC(O)C(C)(C)C3C(O[C@@H]3OC(CO)C(O)C(O)C3O[C@@H]3OC(C)C(O)C(O)C3O)C[C@]12C (stereo partly drawn)	-3	109	0.1	0	2.7	-3	0.7	2	1	8
COc1ccccc1CNC(=O)COC(=O)CCC(=O)c1cccs1	17	95	0.1	1	-1.4	-6	-0.5	-4	0	2
Cc1cc([N+](=O)[O-])ccc1NC(=O)C(C)[n+]1ccccc1 (stereo not drawn)	5	103	2.8	2	-1.6	1	-1.7	-2	-2	8
COc1ccccc1C(=O)n1nc(-c2ccc(Cl)cc2)nc1N	7	100	-0.2	3	2.1	-17	-2.3	4	-8	-4
Cc1onc(-c2ccccc2Cl)c1C(=O)Nc1nn[nH]n1	1	102	0.0	-3	-1.1	10	1.0	-1	5	6
O=C(Nc1nc2ccc([N+](=O)[O-])cc2s1)C1CCCO1 (stereo not drawn)	4	92	-0.6	-2	-1.9	1	-1.9	2	1	-1
CC1CCCN(C(=O)COC(=O)c2ccc[nH]c2=O)C1 (stereo not drawn)	-2	96	-0.3	1	1.9	-3	8.9	-1	3	1
CCOC(=O)Nc1ccc2c(CNC(C)c3ccccc3OC)cc(=O)oc2c1 (stereo not drawn)	0	97	0.0	0	0.2	-4	-0.5	-12	-8	6
COc1ccc(-c2cc(N)n(S(=O)(=O)c3c(F)c(F)c(F)c(F)c3F)n2)cc1OC	-45	98	-0.5	4	-1.5	-22	9.1	55	30*	-1
O=C(c1ccc2c(c1)C(=O)N(Cc1ccco1)C2=O)N1CCOCC1	2	100	0.1	-1	-1.1	1	-1.3	-1	6	0
O=S(=O)(c1cc(F)ccc1F)N1CCN(c2ncccn2)CC1	-1	96	-0.2	0	-2.6	4	0.0	-6	3	6
Cc1c(C)n(Cc2ccccc2)c2ccc(C(=O)NCCN3CCOCC3)cc12	6	105	0.0	-2	-1.6	-1	-0.6	7	3	-11
COc1ccc(OCC(O)Cn2c(=N)n(CCN3CCCCC3)c3ccccc32)cc1 (stereo not drawn)	10	88	2.8	-1	0.1	-5	-3.0	3	3	-8
CCN(CC)S(=O)(=O)c1cccc(N=NC2=C(O)CCCC2=O)c1	10	102	0.0	3	0.0	-7	-1.4	8	0	-3
COc1cc(OC)c(S(=O)(=O)N2CCCCC2)cc1S(=O)(=O)N1CCCCC1	2	104	-0.2	0	-2.6	10	1.7	-1	-2	-2
Cc1ccc(S(=O)(=O)CCC(=O)Nc2cc(C)on2)cc1	-2	96	-0.2	-1	1.0	0	-1.7	-3	2	1
CC(C)C1OC2(C)OC(=N)C1(C#N)C(C#N)(C#N)C2c1ccccc1 (stereo not drawn)	5	112	0.2	-1	1.6	-2	0.2	0	3	10
O=S(=O)(NCc1ccccn1)c1ccc(Cl)s1	1	103	-0.1	0	0.5	1	0.9	0	-6	0
CC1(Cc2ccc(Cl)cc2)C(=O)Nc2ccc(-c3ccc(F)c(Cl)c3)cc21 (stereo not drawn)	-2	96	0.1	-6	-1.6	-8	-0.6	17	3	-5
COc1ccc(N(CC(=O)NCc2ccc(Cl)cc2)S(=O)(=O)c2c(C)nn(C)c2C)cc1	6	100	0.2	-3	-1.9	5	0.2	10	3	6
COc1ccc(/C=C(\NC(=O)c2ccccc2)C(=O)N/N=C/c2sccc2C)cc1	-1	97	-0.3	-1	-1.5	8	5.2	-1	-2	-4
CCC1(C)Cc2c(sc(NC(=O)CCC(=O)O)c2C#N)CO1 (stereo not drawn)	3	100	0.0	1	-1.8	5	0.6	3	-1	0
COc1ccc(-c2c3c(cc(C)[n+]2[O-])oc2ccc(OC)cc23)cc1	18	95	-0.1	1	-2.1	-5	-1.5	0	7	1
C/C(CC(=O)NC12CC3CC(CC(C3)C1)C2)=N\NC(=O)c1ccc(C)cc1	-5	95	0.6	1	0.6	-1	-0.1	6	2	2
CCOC(=O)NC(=O)CSc1nc(-c2ccc(C)c(C)c2)cn1-c1ccccc1	4	96	0.2	-6	0.1	-15	-2.1	-1	-2	-6
CC(C)(C)OC(=O)CNC(=O)c1[nH]cnc1C(=O)NCCCCCN	5	96	-0.1	2	-1.6	5	-2.0	-12	0	1
CS(=O)(=O)N(CCC(=O)O)Cc1ccccc1	4	97	-0.2	0	-1.1	20	5.3	-1	-2	-1
O=C1CC(c2ccc(F)cc2)CC(O)=C1C=NCCN1CCNCC1 (stereo not drawn)	-2	92	-0.1	0	-0.8	5	-1.1	4	-1	-1
COc1ccc(NC(=O)CSc2ncccc2C(=O)OC(C)C)cc1OC	0	98	2.9	-2	-1.1	-16	8.9	0	-5	1
O=C(O)c1ccc(-c2sc(Nc3ccccc3)n[n+]2-c2ccc(F)cc2)cc1	2	96	0.1	0	-0.9	-4	-1.0	2	0	-5
CCCCNC(=O)NNC(=O)c1cc(C)on1	3	97	0.0	0	-2.4	13	-0.3	2	-1	4
Cn1c(=O)c2c([nH]c(OCc3ccc(Cl)cc3Cl)[n+]2Cc2ccc(F)cc2)n(C)c1=O	0	92	0.5	-9	0.7	-14	-0.5	5	-2	-2
COc1ccc(NS(=O)(=O)c2ccc3oc(SC)nc3c2)cc1	-7	96	0.8	0	-0.1	-11	0.4	0	-2	2
O=C(Nc1cccc2ccccc12)c1csc([C@@H]2O[C@H](CO)[C@@H](O)[C@H]2O)n1	2	93	0.0	0	0.5	-3	-1.7	0	10	11

(cont.)
SMILES	MC4R antag cAMP	ABCB6 inh MLPCN	aDG glyco act	Glyco luc inh	MC4R barr agon	H9c2 protect	hiPSC survival	Exocytosis inh	ABHD5 PLIN5 PPI	m5-HT2A agonist
CCCN1CCN(C(=O)c2ccc3[nH]c(C)c(C)c3c2)CC1	-2	96	-0.2	-6	-0.8	1	-0.6	3	3	-4
CN(C)c1ccc(/C=N/N(CCC(=O)NC(C)(C)C)C2=NS(=O)(=O)c3ccccc32)cc1	12	99	0.0	3	-1.0	13	-0.4	1	-6	5
COc1ccc(/C(N)=N/OC(=O)N2CCOCC2)cc1	-2	101	-0.2	2	-0.1	-6	-1.1	1	-5	6
CCOC(=O)c1cn(CC)c2cc3c(cc2c1=O)OCO3	-1	95	-0.1	3	-2.1	2	0.8	2	-8	-2
Cc1noc(C)c1NC(=O)N(C)C[C@@H]1Oc2cc(Br)ccc2S(=O)(=O)N([C@@H](C)CO)C[C@H]1C	0	110	2.3	1	0.9	8	-2.4	2	-6	-1
Cc1cccc(OC(=O)n2c(=S)oc3cc(Cl)ccc32)c1	5	101	0.4	0	4.3	1	-0.3	-3	10	5
COc1ccc2c(Cl)c(C(N)=O)sc2c1	18	100	-0.6	-1	-0.2	-12	-2.4	0	3	5
COc1ccc(N2CCN(C(=O)COc3ccc(Cl)cc3Cl)CC2)cc1	9	96	-0.2	0	0.9	-24	0.2	5	-1	-2
CCOc1ccccc1/C=C(/NC(=O)c1ccccc1)C(=O)N(CC)CC	10	99	0.1	-1	-3.0	21	-0.2	1	3	-1
COCCCN1C(=O)C(=O)/C(=C(/O)c2ccc(S(=O)(=O)N3CCOCC3)cc2)C1c1ccc(F)cc1 (stereo not drawn)	16	98	-0.3	-1	0.9	-2	-0.4	23	4	-7
CC1CCCCC1NC(=O)Cc1ccc(S(=O)(=O)N2CCOCC2)s1 (stereo not drawn)	6	101	6.0*	-2	-0.6	-1	-0.4	4	5	0
